Screening results from PubChem BioAssay.
KKLEB cytotox: counter-screen for CF NF-kB inhibitors: cytotoxicity. KKLEB CF airway cells viability, ATPlite luminescence, overnight; active compounds read low; cells stimulated with P. aeruginosa culture filtrate. activity change (cytotoxicity), % at 5 µM. 0.36% of 360,000 active. AID 602141;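 active means corrected activity change at or below -50% at 5 µM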
CF NFkB block: blocks PAF-induced NF-kB reporter in cystic fibrosis cells. KKLEB NF-kB-GFP reporter, GFP fluorescence overnight. inhibition, % at 5 µM. 0.86% of 360,000 active. AID 588850;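 active means at least 50% inhibition at 5 µM, scaled per plate between neutral and stimulator controls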;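 further: PAF is a Pseudomonas aeruginosa culture filtrate used as stimulus; plate controls were PAF-stimulated DMSO wells for no effect and unstimulated DMSO wells for full effect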
TWEAK Fn14 block: blocks TWEAK-Fn14 interaction in a reporter cell assay; 2% of 360,000 active; TWEAK-stimulated Fn14 reporter cells, luciferase luminescence, 8 h; AID 1159606; inhibition, % at 10 µM; in the data active means inhibition above about 50%
aDG glyco act: increases alpha dystroglycan glycosylation; Pro5-aDG cells, alpha-DG glycosylation AlphaScreen (IIH6); 0% Pro5, 100% B10-LARGE cell signal; activation, % at 10 µM; 0.22% of 360,000 active;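 active means activation of at least 8% versus controls, or a plate z-score of at least 8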;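 further: Pro5 are CHO cells carrying HIG-tagged alpha-DG that lacks glycosylation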
Shn3 3UTR inh: reduces Shn3 3'UTR luciferase signal in osteoblasts. Clone20 osteoblast Shn3 3'UTR firefly luciferase, 24 h. inhibition, % at 12.5 µM. 0.52% of 360,000 active;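 active means mean inhibition of at least 75% with every replicate also reaching 75%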;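 further: 0% = median of neutral control wells and 100% = pilot-screen positive control compound; some compounds past the cut are filed as inactive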
NR2E3 ag-1: activates human NR2E3 receptor. inhibition of corepressor binding, % at 3.98 µM. 0.35% of 360,000 active. AID 602229. Q9Y5X4. CHO-S Gal4-NCOR/VP16-NR2E3 two-hybrid, luciferase;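 active means inhibition above the mean of all tested compounds plus 3 SD, cut at about 70% in these data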;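 further: 0% = DMSO with NR2E3 transfected cells and 100% = cells lacking NR2E3 construct; higher means lower luciferase signal from less NR2E3 corepressor binding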
Target sequence (Q9Y5X4 whole entry, looked up, the tested form may be a part): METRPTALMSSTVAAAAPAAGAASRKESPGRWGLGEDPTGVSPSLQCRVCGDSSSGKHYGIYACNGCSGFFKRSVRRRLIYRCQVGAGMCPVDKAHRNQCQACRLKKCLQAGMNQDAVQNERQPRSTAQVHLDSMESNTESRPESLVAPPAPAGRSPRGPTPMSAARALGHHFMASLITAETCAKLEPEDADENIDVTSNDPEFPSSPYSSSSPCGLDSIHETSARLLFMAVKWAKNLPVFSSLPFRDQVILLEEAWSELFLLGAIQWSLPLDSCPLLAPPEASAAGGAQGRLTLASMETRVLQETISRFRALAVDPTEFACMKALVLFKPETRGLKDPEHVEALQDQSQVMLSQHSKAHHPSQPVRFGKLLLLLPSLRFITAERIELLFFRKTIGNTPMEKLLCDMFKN
iPSC survival up: hiPSC single-cell survival enhancement; ATPlite luminescence; 100% = ROCK inhibitor wells, 0% = DMSO; 0.044% of 360,000 active; survival enhancement, % at 20 µM; AID 602274; in the data active means survival enhancement above about 18%;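 further: cells exposed to compounds for 16 hours before the ATP read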
HIF-2a block: blocks HIF-2a reporter activity | 786-0 RCC cells HIF-2a reporter, luciferase luminescence, overnight | inhibition, % at 18.8 µM | 0.72% of 360,000 active | AID 624352;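 active means inhibition of the luminescence signal of 40% or more relative to plate controls, in a single-dose primary screen at 18.75 µM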
Peg3 promoter: inhibitors of Peg3 promoter. HeLa PEG-Prom luciferase reporter, luminescence, overnight. 1.7% of 360,000 active. AID 588405. inhibition, % at 20 µM;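 active means inhibition of at least 50% at 20 µM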
NR2E3 ag-2: activates human photoreceptor nuclear receptor NR2E3 | Q9Y5X4 | GST-NR2E3/biotin-RetCOR TR-FRET, 1536-well | inhibition of corepressor binding, % at 4.78 µM | 0.12% of 320,000 active | AID 2300;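 active means percent inhibition above the cutoff of mean plus 3 SD of all tested compounds, set per screening campaign, cut at about 20% in these data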;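 further: 0% = DMSO wells and 100% = biotin wells as full block of FRET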
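Material: NR2E3–RetCOR corepressor complex / Incubation: Compound–protein incubation for 5 h at 4 °C / Dosing: compound at 4.8 µM, single dose / Detection: time-resolved FRET / Benchmarks: high control biotin, low control 0.6% DMSO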
MITF TRPM1 inh: reduces MITF-dependent TRPM1 promoter luciferase signal | 0.83% of 330,000 active | inhibition, % at 12.5 µM | SK-MEL-5 TRPM1 promoter luciferase, 24 h;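 active means mean inhibition across replicates of 60% or more, whatever share of single replicates reaches that level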; further: values of inactives mirror those of a sister screen read the other way
Numbers without * were called inactive; . = not tested or not shown.

SMILES	KKLEB cytotox	CF NFkB block	TWEAK Fn14 block	aDG glyco act	Shn3 3UTR inh	NR2E3 ag-1	iPSC survival up	HIF-2a block	Peg3 promoter	NR2E3 ag-2	MITF TRPM1 inh
COc1ccc(N2CCN(C(CNC(=O)C(=O)NCC(OC)OC)c3ccco3)CC2)cc1 (centres undefined)	6	1	-9	-0.3	-8	-3	-0.1	1	-3	-3	4
COc1ccc(C(=O)NCC(=O)N/N=C/c2cccnc2)cc1OC	10	6	-2	0.0	-19	11	0.7	4	7	2	5
CCCc1cc(=O)[nH]c(SCC(=O)N2CCN(S(=O)(=O)c3ccccc3)CC2)n1	2	5	0	-0.2	-24	-23	-1.2	16	9	0	-6
CC(=O)Nc1c(O)c2cccc3c2n(c1=O)CCC3	-12	7	14	0.0	1	-4	0.1	5	8	2	18
CCCCOC(C)n1cc(F)c(=O)[nH]c1=O (centres undefined)	10	-2	-17	-0.1	-2	-7	0.9	23	0	-1	-3
CC(C)(C)NC(=O)CN(C(=O)c1csnn1)c1ccccc1-c1ccccc1	-12	12	-14	0.2	8	18	-0.1	14	2	5	8
COc1ccc(NS(=O)(=O)c2ccc(O)c([N+](=O)[O-])c2)cc1S(=O)(=O)N1CCCCC1	-12	-11	5	0.0	2	-23	-1.3	11	11	.	10
COC(=O)c1ccc(COc2ccccc2[N+](=O)[O-])o1	5	5	-10	0.2	-17	-4	-2.0	-57	-65	2	-13
CCOc1ccc(/C=N/n2c(SC)nnc(C(C)(C)C)c2=O)cc1	-13	4	3	0.5	11	-27	5.7	14	15	4	0
O=C(c1cccc(Cl)c1Cl)N1CCN(c2ccccn2)CC1	10	2	-3	0.1	3	13	6.0	14	11	4	-14
Cc1cc(C)c(C(=O)N2CCCC(N3CCN(c4ccc(F)cc4)CC3)C2)o1 (centres undefined)	16	-20	-7	-0.3	25	-30	0.8	-8	9	1	4
COCCn1nnnc1CN1CCC(NC(=O)c2ccc(Br)cc2)CC1	-2	-7	12	0.0	6	-7	4.0	4	-1	1	-4
CC(=O)C1=C(O)C(=O)N(CC(=O)O)C1c1ccccc1Cl (centres undefined)	-10	18	-3	0.0	-10	-5	-1.2	13	8	1	4
O=C(Nc1nonc1-c1ccc(Cl)cc1)c1ccccc1	0	-19	-22	0.6	39	-16	7.4	14	16	-3	2
O=C1CC(c2cccc(Br)c2)c2cc3c(cc2N1)CCC3 (centres undefined)	-29	14	30	0.3	34	-42	-2.7	19	39	0	35
CCN(CC)c1ncnc2c1cnn2Cc1ccc(C)cc1	-20	10	-17	-0.1	10	-4	0.8	-8	16	-1	9
COc1ccccc1-c1cc(C(=O)N/N=C\c2cnn(C)c2C)c2ccccc2n1	9	-2	-14	-0.1	23	-2	0.0	16	12	-1	-11
Cc1nc(N2CCC(C)CC2)c(C#N)c(C)c1[N+](=O)[O-]	4	10	6	0.3	7	-33	-0.1	-4	-4	-2	-5
CC(C)C1C(=O)N(Cc2cn(Cc3ccco3)nn2)CCS(=O)(=O)N1Cc1ccc(-c2ccc(F)nc2)cc1 (centres undefined)	-8	3	9	-0.1	4	-36	4.6	-10	8	.	.
O=C(CNc1cc(S(=O)(=O)N2CCOCC2)ccc1N1CCCC1)N1CCc2ccccc21	-4	21	-28	-0.2	-15	8	0.2	0	8	3	-1
CCN(C(=O)CSc1nc2c(cnn2-c2ccccc2)c(=O)[nH]1)C1CCS(=O)(=O)C1 (centres undefined)	10	6	8	-0.2	6	-2	2.6	3	-3	6	3
COc1ccc(NC(=O)COc2ccc(C)nc2[N+](=O)[O-])cc1S(N)(=O)=O	-3	4	-3	0.5	-6	13	-0.3	2	2	3	8
COc1ccc2[nH]c(C)c(C(=O)CN3CC(C)OC(C)C3)c2c1 (centres undefined)	1	5	8	-0.2	6	-5	-1.0	21	25	-3	-9
O=C(CCc1nc2ccccc2s1)NC1CCOC1=O (centres undefined)	9	-12	-3	0.0	-12	-14	-0.5	7	2	0	10
CCN1CCN(C(=O)NC2CCCCC2)CC1	-10	-20	9	0.2	-2	8	-0.2	16	7	0	-2
CC(=O)NS(=O)(=O)c1ccc(NC(=O)c2ccc3c(c2)C(=O)N(CCC(C)C)C3=O)cc1	1	13	4	0.0	3	-7	1.9	13	11	-2	13
COC(=O)[C@H](CCSC)NC(=O)Cn1ccc(N)nc1=O	-2	6	7	0.1	-14	-13	4.1	4	-6	-1	-1
CN(C(=O)c1cccc(NC(=O)Cc2ccc(NC(=O)C3CCN(C(=O)C4CC4)CC3)cc2)c1)C1CCC1	-1	-8	-5	-0.1	-5	9	0.2	-5	-4	.	8
CS(=O)(=O)c1cccc(C(=O)Oc2ccccc2)c1	-1	-5	-14	-0.3	-3	13	-2.0	-6	8	1	-3
C=CCC1(CC=C)CCCN1C(=O)C1CCC(=O)N(CCc2ccc(OC)cc2)C1 (centres undefined)	2	-5	-26	0.1	-23	-134	-0.6	-245	-318	-1	-52
Cc1cc(C)cc(NC(=S)NCc2cccn2C)c1	7	-1	5	-0.1	-64	-7	3.1	-20	17	4	12
Nc1c(Cl)cc2c(c1Br)Cc1ccccc1-2	8	-14	-15	0.0	-21	-29	4.1	-30	-44	.	5
COc1ccc(S(=O)(=O)N2CCOCC2)cc1NC(=O)COc1ccc(C)cc1	4	17	-29	0.0	10	-6	-0.6	-12	7	.	-7
O=C(NCCC1=CCCCC1)c1c(O)nc2ccccn2c1=O	-11	-10	-18	-0.5	-45	-85	0.0	-112	-170	2	-35
CNC(=S)NNC(=O)COc1ccc(C)c(C)c1	0	14	-3	-0.1	-30	10	-2.6	-34	-11	0	-9
Cc1ccccc1-n1c(SCc2cccc(F)c2)nc2[nH]ncc2c1=O	-1	24	6	0.1	5	8	0.4	23	43	-2	-9

Reprinted at random: two compounds from above
SMILES	KKLEB cytotox	CF NFkB block	TWEAK Fn14 block	aDG glyco act	Shn3 3UTR inh	NR2E3 ag-1	iPSC survival up	HIF-2a block	Peg3 promoter	NR2E3 ag-2	MITF TRPM1 inh
CC(=O)NS(=O)(=O)c1ccc(NC(=O)c2ccc3c(c2)C(=O)N(CCC(C)C)C3=O)cc1	1	13	4	0.0	3	-7	1.9	13	11	-2	13
COc1ccc(NS(=O)(=O)c2ccc(O)c([N+](=O)[O-])c2)cc1S(=O)(=O)N1CCCCC1	-12	-11	5	0.0	2	-23	-1.3	11	11	.	10

Carrying on.
SMILES	KKLEB cytotox	CF NFkB block	TWEAK Fn14 block	aDG glyco act	Shn3 3UTR inh	NR2E3 ag-1	iPSC survival up	HIF-2a block	Peg3 promoter	NR2E3 ag-2	MITF TRPM1 inh
Cc1ccc(C)c(/C=N/Nc2nc3ccccc3c(=O)n2O)c1	-2	2	-7	-0.3	.	-27	0.9	-112	-97	4	.
CCN(CC)C(=O)Cn1c(=O)n(-c2ccccc2)c(=O)c2sccc21	-7	5	-20	-0.1	.	-10	-0.7	5	2	0	-8
CCN(CCn1cccn1)C(=O)c1cccc(OC2CCN(S(C)(=O)=O)CC2)c1	-6	9	-11	-0.1	1	6	0.9	4	3	0	17
NC(=O)Cn1nc([N+](=O)[O-])nc1Oc1ccccc1F	-3	7	12	-0.2	8	-7	-0.4	8	-7	2	-2
O=S(=O)(NC1CC1)c1ccc(Cl)cc1	10	-15	4	-0.1	-2	-40	-0.7	19	9	1	11
Cc1ccc(C(=O)Nc2ccc(N3CCN(C(=O)c4ccco4)CC3)cc2)cc1	8	1	-4	0.8	8	-9	-0.5	1	4	0	-3
Cc1csc(NC(=O)/C=C/c2ccc(C)o2)n1	-14	20	8	0.1	-57	-48	-1.1	-27	-133	0	-28
CC(CC(c1ccccc1)N1CCc2ccccc2C1)=NO (centres undefined)	-2	-16	8	0.1	-11	6	-2.1	-8	6	.	.
O=C(C1CCCO1)N1CCN(C(=O)C23CC4CC(CC(C4)C2)C3)CC1 (centres undefined)	0	5	-24	-0.1	-9	-5	-0.4	12	5	.	.
COc1ccc(-c2nc(C)ncc2N=Nc2ccccc2)cc1	-1	13	20	-0.3	3	-31	-1.4	-47	-44	1	-10
Cc1c(Br)cc(C(=O)N2CCCC2)c(C)c1C	-5	11	-16	0.1	1	-7	3.1	8	0	7	8
Cc1cc(=O)c(C(=O)c2ccccc2)c(C)o1	5	2	20	-0.1	-18	-21	0.0	20	5	-2	7
CC(C)OC(=O)c1ccc2ccc(-c3ccccc3)nc2c1	-22	-26	-8	0.2	-46	-99	-0.3	-197	-312	.	.
COc1ccc(CCN=CC2=C(O)CC(C)(C)CC2=O)cc1	2	-1	5	-0.1	-7	-20	4.2	8	1	-1	-1
CCOc1ccc(N=C2SC(C(=O)Nc3ccccc3C#N)C(N)=C2C(=O)Nc2ccc(Cl)cc2)cc1 (centres undefined)	16	-33	-19	-0.1	-14	2	-1.5	-18	0	5	7
COCCSc1nnc(NC(=O)C(C)(C)C)s1	1	19	-2	0.0	-16	-90	-0.7	-134	-113	3	-16
CCOC(=O)Cn1cnc2scc(-c3ccccc3)c2c1=O	-11	2	-28	0.2	5	-15	0.0	16	12	0	-10
CCn1ncc(S(=O)(=O)N2CCN(c3cccc(OC)c3)CC2)c1C	-14	3	-11	0.2	2	-20	1.2	12	3	5	2
O=C(Cc1c(F)cccc1Cl)NNC(=O)Nc1ccc2c(c1)OCO2	14	-7	-24	-0.2	-6	-13	-0.4	-5	-5	-2	-6
COc1ccc(NC(=O)c2cn3c(nc4ccccc43)c(C#N)c2C)cc1	-4	-44	-39	-0.1	-15	2	0.9	12	24	1	-5
C/C(=C(\C#N)C(=O)NCCCN1CCOCC1)N(C)C	-2	-4	6	-0.5	-21	5	0.3	11	2	3	13
CCN1CCN(c2nc(Nc3cccc(C)c3)nc(N)c2[N+](=O)[O-])CC1	-8	21	-18	-0.4	-46	7	3.6	19	23	-2	-18
Cc1ccc(-c2nnn(CC(=O)N(CC(=O)NC3CCCC3)c3cnc4ccccc4c3)n2)o1	3	3	6	0.2	5	0	2.8	-3	-5	-1	-2
N#CCCN(C(=O)COC(=O)CCC(=O)c1ccc(F)cc1)c1ccccc1	7	-14	-14	-0.2	7	-10	-0.1	8	-1	-2	3
CC(OC(=O)c1c(F)cccc1F)C(=O)NCCC1=CCCCC1 (centres undefined)	-10	1	-3	-0.1	-2	9	5.9	-7	-10	.	8
CCOC(=O)N1CCN(C(=O)C2CCN(C(=O)c3ccccc3C)CC2)CC1	-13	36	-9	-0.5	93*	-3	-3.6	2	107*	.	74*
Cc1cccc(NCCNc2cccc(C)c2)c1	1	-22	-1	-0.3	-18	-9	-2.9	-128	-59	-1	-9
Cc1nc(-c2ccccc2)cc(=O)[nH]1	4	9	-4	-0.1	2	-10	0.3	15	6	1	-1
COCCCN(C(=S)Nc1cc(Cl)cc(Cl)c1)C(C)c1ccccn1 (centres undefined)	2	3	6	0.2	24	0	1.4	1	21	0	-23
CC(=O)N1c2ccccc2Oc2cc3ccccc3cc21	14	-16	-37	0.6	-73	-34	-0.6	-235	-239	2	-34
Cc1ccc(-c2cc(NC(=O)CCl)n(-c3ccccc3)n2)cc1	-14	-48	-17	-0.1	.	2	-2.8	-180	37	-3	-12
